# S-ASM inh: blocks human secretory acid sphingomyelinase; placental ASM, HMU-PC fluorogenic substrate, 60 min; Potency, µM (highest dose often 57.5 µM), inactives show at the top dose activity change, negative = inhibition, actives largely listed as inhibitors; actives 0.006% (n = 340,000); also: potency is read from the fitted curve at half-maximal effect
#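 HMU-PC0 cleavage (9 uM final) by human placental ASM, 60 min at 37 °C following 10 min compound exposure at RT; stopped at pH 10, fluorescence Ex 386/Em 447 nm.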
# KCNH2 WT inh: blocks the wildtype human KCNH2 potassium channel; activity change, % at 1.84 µM; Q12809; actives 0.37% (n = 340,000); AID 720551; U2OS, BacMam KCNH2, thallium flux FluxOr; active compounds read low;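 active = maximum activity change below -70%; inconclusive = maximum activity change between -70% and -50%; inactive = maximum activity change above -50%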; also: % is scaled to controls: 0 for no effect and ±100 for the full control effect
#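 U2OS cells transduced with wild-type KCNH2 virus are loaded with FluxOr dye for 45 min, and thallium flux is measured in kinetic reads before and after stimulation buffer. Rate constants are normalized to DMSO controls.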
# Chronic BCR inh: chronic active BCR signaling inhibition | ABC-DLBCL IkBa-CBG/CBR reporter, luminescence ratio, 4 h | Potency, µM (titrated, usually from 46.1 µM), without a hit: top-dose ratio change, negative = lower green/red ratio, hits mostly inhibitors | actives 0.05% (n = 340,000) | AID 493014; active = well fitted inhibition curve with a large enough effect in the signal ratio, with a control signal flat, not every such curve was filed as active; inconclusive = small, poorly fitted or top-dose-only effect, or effect the other way, or a change in a side signal; the % refers to the signal ratio;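 also: potency is read from the fitted curve at half-maximal effect; plate controls were basal doxycycline-induced cells for no effect and cells given 10 µM MG132 for full effect; MG132 reads +100%, hits lower the ratio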
#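 Compounds up to 46 uM were incubated four hours with TMD8 cells whose green CBG68 luciferase is fused to IkappaBalpha; red CBR luminescence normalised the signal, and concentration-effect curves were fitted to fusion, red and ratio data.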
# TSHR antag: blocks TSH signaling through the human TSH receptor | P16473 | TSHR-expressing cells, TSH-stimulated cAMP HTRF, 2 h; active compounds read low | activity change, negative = inhibition, % at 11.5 µM | actives 0.2% (n = 330,000) | AID 504810;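 active = activity change below a set negative limit, meaning inhibition stronger than a set level, cut at about -70% in these data; inconclusive = activity change between two set negative limits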; also: % is scaled to controls: 0 for no effect and ±100 for the full control effect
#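 TSHR-expressing cells were treated with compounds, then stimulated with TSH at EC80 (4nM final) for 2 hours at 37 deg C. Cellular cAMP was measured by HTRF competition between lysate cAMP and cAMP-d2 for a cryptate-labelled anti-cAMP antibody.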
# USP2a block: USP2a (human) protease inhibition; USP2 core, Ub-CHOP2 coupled fluorogenic reporter, 485/531; Potency, µM (doses to about 38.3 µM), for the others: at the highest dose activity change, negative = inhibition, usual class: inhibitors; actives 0.01% (n = 330,000); O75604; AID 463254;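 also: potency is read from the fitted curve at half-maximal effect; plate controls were DMSO wells for no effect and full inhibition by NEM control for full effect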
#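 Deubiquitinase activity read as fluorescence (485/531 nm) after Ub-CHOP2 cleavage activates the enterokinase reporter on its substrate; USP2 core 10nM, Ub-CHOP2 and substrate 25nM each, 30min compound preincubation then 60min RT; data normalized to NEM, curves fitted.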
# MBNL1-CUG inh: blocks human MBNL1 binding to CUG repeat RNA. Potency, µM (titrated, usually from 57.5 µM), for inactives: at the highest dose activity change, negative = inhibition, most hits filed as inhibitors. TR-FRET MBNL1-His/biotin-(CUG)12 binding, 665/545 ratio. Q9NR56. actives 0.036% (n = 280,000). AID 2675; active = well fitted inhibition curve with a large enough effect in the signal ratio, with a control signal flat, not every such curve was filed as active; inconclusive = small, poorly fitted or top-dose-only effect, or effect the other way, or a change in a side signal; inactive = no such curve, though single readings can be large or run the other way; the % refers to the signal ratio; also: potency is read from the fitted curve at half-maximal effect; % is scaled to controls: 0 for no effect and ±100 for the full control effect
#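 Compounds (final 92 nM to 58 uM) are added to His-tagged MBNL1 and biotin-(CUG)12, then terbium anti-His antibody and streptavidin-XL665 (5 nM final). After 60 min at room temperature, the 665/545 nm ratio is read.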
# Menin-MLL TR inh: menin-MLL binding inhibition, Texas Red mutant peptide; actives 0.23% (n = 270,000); Menin + Texas Red MLL mutant peptide, fluorescence polarization; O00255; Potency, µM (doses to about 61.6 µM), inactives show at the top dose FP activity change, negative = inhibition, actives largely listed as inhibitors; active = well fitted inhibition curve with a large enough effect in the polarisation, with a control signal flat, not every such curve was filed as active; inconclusive = small, poorly fitted or top-dose-only effect, or effect the other way, or a change in a side signal; inactive = no such curve, though single readings can be large or run the other way; the % refers to the polarisation; also: potency is read from the fitted curve at half-maximal effect; % of control where 0% means no effect; many of its hits are not listed in these tables
# GALK inh: inhibitors of human galactokinase | Potency, µM (doses to about 57.5 µM), inactives show at the top dose activity change, negative = inhibition, most hits filed as inhibitors | Purified GALK, Kinase-Glo residual ATP luminescence | actives 0.007% (n = 270,000) | AID 1868; also: potency is read from the fitted curve at half-maximal effect; % is scaled to controls: 0 for no effect and ±100 for the full control effect
# Target sequence (P51570 whole entry, looked up): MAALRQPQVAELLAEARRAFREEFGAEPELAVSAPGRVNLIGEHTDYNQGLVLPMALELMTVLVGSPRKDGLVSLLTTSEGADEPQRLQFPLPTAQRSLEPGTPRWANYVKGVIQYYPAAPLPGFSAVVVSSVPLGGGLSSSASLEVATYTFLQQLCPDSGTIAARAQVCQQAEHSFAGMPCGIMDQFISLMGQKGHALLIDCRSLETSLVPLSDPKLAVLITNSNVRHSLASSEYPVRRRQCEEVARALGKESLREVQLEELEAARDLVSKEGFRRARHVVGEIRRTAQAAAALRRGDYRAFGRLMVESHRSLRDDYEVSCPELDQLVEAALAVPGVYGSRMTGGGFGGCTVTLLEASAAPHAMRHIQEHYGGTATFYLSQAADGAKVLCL
#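 Quantitative HTS: GALK 5 nM, ATP 35 uM, galactose 100 uM, 1 h room temperature, then luciferase-based ATP detection.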
# Eya2 phos inh: inhibitors of human Eya2 phosphatase activity. O00167. recombinant Eya2, OMFP fluorescence dephosphorylation (OMFP is methylfluorescein phosphate). Potency, µM (top dose mostly 76.9 µM), inactives show at the top dose activity, negative = inhibition, actives largely listed as inhibitors. actives 0.006% (n = 330,000). AID 488837; also: potency is read from the fitted curve at half-maximal effect; % is scaled to controls: 0 for no effect and ±100 for the full control effect
# Target sequence (O00167 whole entry, looked up): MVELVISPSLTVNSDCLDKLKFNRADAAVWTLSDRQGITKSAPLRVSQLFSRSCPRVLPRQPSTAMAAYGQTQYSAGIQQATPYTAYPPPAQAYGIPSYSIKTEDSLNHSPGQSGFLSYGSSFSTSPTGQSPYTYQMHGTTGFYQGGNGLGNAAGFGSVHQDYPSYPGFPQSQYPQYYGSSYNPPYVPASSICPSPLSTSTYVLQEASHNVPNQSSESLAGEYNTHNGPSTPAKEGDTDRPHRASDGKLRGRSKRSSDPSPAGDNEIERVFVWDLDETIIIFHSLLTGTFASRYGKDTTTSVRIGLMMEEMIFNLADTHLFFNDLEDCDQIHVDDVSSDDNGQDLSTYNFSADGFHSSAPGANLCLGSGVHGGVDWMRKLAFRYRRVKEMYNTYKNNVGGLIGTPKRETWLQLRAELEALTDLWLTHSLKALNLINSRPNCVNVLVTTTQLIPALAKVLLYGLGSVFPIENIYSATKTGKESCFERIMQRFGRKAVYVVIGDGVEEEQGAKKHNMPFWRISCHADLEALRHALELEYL
#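 Eya2 protein (added as 0.2 uM solution) was preincubated with compound for 10 min at ambient temperature in 50 mM HEPES pH 7.5, 50 mM NaCl, 5 uM MgCl2, 0.05% BSA, 1 mM DTT. OMFP (added at 50 uM) then reacted 10 min; fluorescence read at 485/525 nm.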
# Mito fusion act: mitochondrial division inhibition or fusion activation; S. cerevisiae fusion-defective mutant growth rescue, CellTiterGlo 48 h; Potency, µM (top dose mostly 46.1 µM), without a hit: at the top dose growth rescue (activation), usual class: activators; actives 0.23% (n = 320,000);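 also: potency is read from the fitted curve at half-maximal effect; % of control where 0% means no effect; nearly all actives have a fitted effect of over 45% in size; temperature-sensitive fusion mutants such as fzo1-1 at 37 °C on non-fermentable ethanol glycerol medium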
#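 Read-out: ATP-based luminescence (CellTiterGlo, 10 min ambient) reporting growth of fusion-defective ts yeast after 48 hours at 37C on glycerol/ethanol YPEG medium in the presence of compound.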
# PKM2 activator: PKM2 (human) enzyme activation. actives 0.34% (n = 260,000). P14618. AID 1631. Potency, µM (titrated, usually from 57.5 µM), without a hit: top-dose activation, usual class: activators. purified PKM2, Kinase-Glo ATP luminescence, activation; response scale: 0% is enzyme alone, no compound; also: potency is read from the fitted curve at half-maximal effect; % is scaled to controls: 0 for no effect and ±100 for the full control effect; nearly all actives have a fitted effect of over 55% in size
#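 Kinase-Glo luminescence reports ATP generated from ADP (0.1 mM) and PEP (0.5 mM) by purified hPK-M2 after 1 h at room temperature, pH 7.2 imidazole buffer; intermediate enzyme activity allows detecting inhibitors and activators.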
# Starred values were filed as active, the others as inactive; ? = inconclusive; . = no result given; [ ] = another dose, or the depositor's remark. Unless noted, calls follow the shape of the dose curve; as a rule, active = well fitted curve in the direction sought with a large enough effect; inconclusive = small, poorly fitted or top-dose-only effect, or another doubt; inactive = no such curve, though single readings can be large; an effect the other way counts as inactive or inconclusive. Only part of the results is shown, so the mix of outcomes need not match the whole.
(1) COc1ccc(NC(=O)C2CCCN2C(=O)NC2CCCCC2)cc1OC (stereo not drawn)
(2) Cc1ccc(CN2CCc3[nH]c(=S)[nH]c(=O)c3C2)cc1
(3) Cn1c(COc2ccc(Cl)cc2)nc2ccccc2c1=O
(4) CCOc1ccc(N2C(=O)CC(N(Cc3ccco3)C(=O)CCC(=O)O)C2=O)cc1 (stereo not drawn)
(5) CC(=O)c1ccccc1NC(=O)COC(=O)/C=C/c1ccc(C)o1
(6) CCC1CCCCN1CC(C)(C)NS(=O)(=O)c1ccccc1 (stereo not drawn)
(7) O=C(CSc1cccc[n+]1[O-])Nc1ccccc1C(F)(F)F
(8) COc1ccc(C)cc1N1CC(C(=O)Nc2ccccc2N2CCCCC2)CC1=O (stereo not drawn)

Screen / compound no.	1	2	3	4	5	6	7	8
S-ASM inh	0%	3%	-2%	1%	-2%	-1%	1%	5%
KCNH2 WT inh	3	11	4	-7	5	.	-2	-5
Chronic BCR inh	-1%	6%	6%	19%	-4%	7%	-1%	-3%
TSHR antag	5	-3	-7	-30	1	-20	-9	24
USP2a block	2%	3%	0%	0%	1%	1%	0%	-1%
MBNL1-CUG inh	-4%	-1%	-27%	3%	.	-18%	.	.
Menin-MLL TR inh	0%	.	-7%	-8%	-7%	.	.	.
GALK inh	1%	-6%	-10%	0%	10%	0%	.	.
Eya2 phos inh	9%	-2%	-1%	2%	1%	-4%	-11%	5%
Mito fusion act	-1%	1%	5%	1%	-3%	6%	.	8%
PKM2 activator	0%	.	0%	4%	27%	12%	.	.

(9) COc1ccc(C2CC(C(F)(F)F)n3nc(C(=O)Nc4ccc5c(c4)OCO5)cc3N2)cc1 (stereo not drawn)
(10) CC1(C)CC2CC(C)(CN2C(=O)c2cc(-c3ccccc3)on2)C1 (stereo not drawn)
(11) CCC(C)NC(=O)C1CC(c2cccc(OC)c2)=NO1 (stereo not drawn)
(12) COc1ccc(C2=NN(CCC(=O)NCC3CCCO3)C(=O)CC2)cc1 (stereo not drawn)
(13) O=C(Nc1ccccc1)N1CCC(C(=O)N2CCN(Cc3ccccc3)CC2)CC1
(14) COc1cc(OC)c(OC)cc1/C=N/NC(=O)c1cnccn1
(15) CCS(=O)(=O)N1Cc2ccccc2CC1C(=O)OCC(=O)Nc1ccc(SC(F)F)cc1 (stereo not drawn)
(16) CCN1CCN(C2=C(NS(=O)(=O)c3ccc(C)cc3)C(=O)c3ccccc3C2=O)CC1

Screen / compound no.	9	10	11	12	13	14	15	16
S-ASM inh	?	-3%	3%	1%	4%	6%	-8%	1%
KCNH2 WT inh	-7	-11	8	-16	1	17	-23	-3
Chronic BCR inh	-1%	-3%	-1%	3%	-1%	2%	-6%	-1%
TSHR antag	9	-17	-5	11	4	-16	-14	-79*
USP2a block	1%	-10%	1%	1%	1%	0%	0%	2%
MBNL1-CUG inh	0%	0%	-4%	7%	.	?	-7%	?
Menin-MLL TR inh	-4%	?	-4%	20%	.	2%	8%	.
GALK inh	1%	-2%	0%	-9%	.	0%	0%	1%
Eya2 phos inh	2%[15.4 µM]	-10%	5%	-1%	1%	7%	-14%	6%
Mito fusion act	6%	16%	4%	-1%	0%	1%	-3%	-16%
PKM2 activator	-13%	.	-6%	.	.	-32%	1%	.

# A few values from the list:
# USP2a block with entry 2 is entered as 3%
# USP2a block with entry 7 is entered as 0%
# S-ASM inh with entry 13 is entered as 4%

# Given with bars between the fields: 2 of the compounds above
item | SMILES | S-ASM inh | KCNH2 WT inh | Chronic BCR inh | TSHR antag | USP2a block | MBNL1-CUG inh | Menin-MLL TR inh | GALK inh | Eya2 phos inh | Mito fusion act | PKM2 activator
2 | Cc1ccc(CN2CCc3[nH]c(=S)[nH]c(=O)c3C2)cc1 | 3% | 11 | 6% | -3 | 3% | -1% | . | -6% | -2% | 1% | .
3 | Cn1c(COc2ccc(Cl)cc2)nc2ccccc2c1=O | -2% | 4 | 6% | -7 | 0% | -27% | -7% | -10% | -1% | 5% | 0%

# Going on with the list.
(17) CCCCNC(=O)c1ccc(CS(=O)(=O)c2cccc(C(F)(F)F)c2)o1
(18) COC(=O)Nc1csc2c1NC(=O)CCCC2
(19) Cc1ccc(NC(=O)CC(C(=O)O)c2ccccc2)cc1 (stereo not drawn)
(20) O=C(N=NC(=O)c1ccc2c(O)n(CC3CCCO3)c(O)c2c1)c1cccnc1 (stereo not drawn)
(21) O=C(NNC(=O)c1ccncc1)c1ccncc1
(22) Cc1ccc(OCCNC(=O)c2ccco2)cc1C
(23) O=C(c1cc(-c2ccc(Br)cc2)nc2ccccc12)N1CCN(c2ccccc2O)CC1
(24) O=C(O)CCc1ccc(S(=O)(=O)Nc2ccccc2C(=O)NCCc2ccccc2)cc1

Screen / compound no.	17	18	19	20	21	22	23	24
S-ASM inh	-1%	4%	11%	3%	-2%	2%	-21%	2%
KCNH2 WT inh	7	-5	-9	0	8	-3	-5	-4
Chronic BCR inh	2%	3%	-4%	1%	-23%	?	5%	?
TSHR antag	9	-4	3	-1	.	-24	5	0
USP2a block	1%	2%	3%	0%	-4%	1%	-7%	1%
MBNL1-CUG inh	-3%	.	.	?	-21%	2%	.	1%
Menin-MLL TR inh	11%	4%	0%	.	0%	-2%	.	23%
GALK inh	0%	2%	0%	-1%	1%	-3%	.	3%
Eya2 phos inh	-24%	1%	-3%	-25%	-16%	-6%	-6%	0%
Mito fusion act	-1%	-4%	-6%	-6%	-1%	-1%	?	-3%
PKM2 activator	2%	2%	-6%	-1%	-11%	-1%	.	1%

(25) CN1CCC(NC(=O)Nc2cccc(C(F)(F)F)c2)CC1
(26) O=c1[nH]c(C2CCCN(S(=O)(=O)c3ccc(F)cc3)C2)nc2c1nnn2Cc1ccc(F)cc1 (stereo not drawn)
(27) CC1Sc2ccc(S(=O)(=O)N3CCC(C(=O)NCCc4ccccc4)CC3)cc2NC1=O (stereo not drawn)
(28) Nc1nc(N)nc(-c2ccccc2)n1
(29) CCOc1ccc(C2Nc3ccc4ccccc4c3-c3c2c(=O)oc2ccccc32)cc1 (stereo not drawn)
(30) CC(C)CC(=O)Nc1ccccc1N1CCN(c2ccccc2)CC1
(31) COc1ccc(N2CCN(C(=O)C(C)(C)Oc3ccc(Cl)cc3)CC2)cc1
(32) CCOCCCNC(=O)/C(C#N)=C/c1ccc(Cl)c([N+](=O)[O-])c1
(33) COc1cccc(CCc2nnc(CCC(=O)N(C)C3CC(C)(C)NC(C)(C)C3)o2)c1
(34) O=C(NCc1ccccn1)C(=O)NCC1OCCN1S(=O)(=O)c1ccc(Br)cc1 (stereo not drawn)
(35) CC(=O)C1=NN(c2ccccc2)C(c2ccc3c(c2)OCO3)N1c1ccc(N2CCOCC2)cc1 (stereo not drawn)

Screen / compound no.	25	26	27	28	29	30	31	32	33	34	35
S-ASM inh	-3%	?	-2%	4%	.	-2%	-14%	0%	4%	1%	-17%
KCNH2 WT inh	13	1	1	1	-21	0	-1	-3	-16	13	1
Chronic BCR inh	?	?	8%	?	0%	-4%	13%	?	-2%	0%	-10%
TSHR antag	-2	-10	-5	8	3	-2	-19	-9	2	-25	5
USP2a block	-1%	0%	1%	-1%	1%	0%	-3%	1%	-4%	3%	4%
MBNL1-CUG inh	9%	1%	2%	-8%	1%	0%	-1%	.	-2%	-3%	.
Menin-MLL TR inh	8%	-4%	.	-2%	.	-24%	3%	19%	.	.	-22%
GALK inh	10%	9%	-2%	-2%	0%	6%	1%	-1%	-4%	5%	1%
Eya2 phos inh	0%	-8%	-7%	12%	7%	-6%	-27%	6%	11%	-17%	-2%
Mito fusion act	5%	-6%	1%	0%	0%	3%	8%	1%	-9%	-1%	5%
PKM2 activator	-3%	.	.	-2%	-5%	3%	-1%	-3%	.	12%	5%

# Bioassay records as filed in PubChem.
